Screening data as filed in PubChem.
hgDAF-12 ag: H. glycines DAF-12 receptor agonists, primary screen, cell-based, luminescence, HEK293, GAL4 fusion, UAS-luciferase; 370,000 tested, 1.8% active; Nuclear hormone receptor DAF-12 (Heterodera glycines), GAL4 fusion; activation, % at 6.8 µM; HEK293 GAL4-hgDAF12 UAS-luciferase reporter, agonist luminescence; normalized to butyrate control;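 active means activation above a cutoff set at the mean of all screened compounds plus 3 SD, cut at about 10% in these data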;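 further: 0% = DMSO wells and 100% = sodium butyrate wells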
DAX1 inh-1: DAX1 (NR0B1) inhibitors on StAR promoter, primary screen, cell-based, luminescence, SF-1 (NR5A1), full-length DAX-1 | AID 652010, 2013 | inhibition, % at 6.8 µM | HEK293T StAR-luciferase reporter, SF-1/DAX-1 repression relief | 370,000 tested, 1.1% active;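 active means inhibition above the mean over all tested compounds plus 3 SD, cut at about 3.6% in these data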;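 further: 0% = DAX-1 cells with DMSO and 100% = cells lacking DAX-1 with DMSO; higher inhibition means more luminescence from relief of DAX-1 repression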
ssDAF-12 act: S. stercoralis DAF-12 nuclear receptor activators, primary screen, cell-based, luminescence, HEK293, GRIP1 co-expression, lit1-tk-luc | AID 652126, 2013 | Nuclear hormone receptor DAF-12 (Strongyloides stercoralis) | 370,000 tested, 1% active | HEK293 ssDAF-12/GRIP1 lit1-tk-luc reporter; % of 3 µM dafachronic acid response | activation, % at 6.8 µM;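 active means activation above the mean over all tested compounds plus 3 SD, cut at about 0.9% in these data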;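 further: 0% = DMSO-only wells and 100% = 3 µM delta7-dafachronic acid wells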
PG9 Ab binder: binders of HIV-1 gp120 antibody PG9, primary screen, biochemical, TR-FRET. 360,000 tested, 0.43% active. HIV-1 gp120 / PG9 antibody interaction. TR-FRET gp120-PG9 antibody binding. inhibition, % at 6.7 µM; in the data active means inhibition above about 8.5%
FXN GAA850 act: FXN promoter activators, primary screen, cell-based, luciferase luminescence, HEK293 lucGAA850 | activation, % at 6 µM | AID 540364, 2011 | 360,000 tested, 0.56% active | HEK293 lucGAA850 FXN promoter luciferase reporter, 24 h; percent of 10 µM SAHA response;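 active means activation above the average of all compounds screened plus 3 SD, cutoff fixed separately per campaign, cut at about 7.5% in these data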;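 further: 0% = DMSO wells and 100% = 10 µM SAHA wells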
ADAM17 inh: ADAM17 inhibitors, primary screen, biochemical, QFRET | inhibition, % at 6.95 µM | recombinant ADAM17, EDANS/DABCYL FRET peptide cleavage | 370,000 tested, 0.83% active;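 active means inhibition above the mean of compounds lying between control limits plus 3 SD, set per campaign, cut at about 8.5% in these data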;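 further: 0% = DMSO-only wells as the low control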
Target sequence (P78536 215-824 limits assumed): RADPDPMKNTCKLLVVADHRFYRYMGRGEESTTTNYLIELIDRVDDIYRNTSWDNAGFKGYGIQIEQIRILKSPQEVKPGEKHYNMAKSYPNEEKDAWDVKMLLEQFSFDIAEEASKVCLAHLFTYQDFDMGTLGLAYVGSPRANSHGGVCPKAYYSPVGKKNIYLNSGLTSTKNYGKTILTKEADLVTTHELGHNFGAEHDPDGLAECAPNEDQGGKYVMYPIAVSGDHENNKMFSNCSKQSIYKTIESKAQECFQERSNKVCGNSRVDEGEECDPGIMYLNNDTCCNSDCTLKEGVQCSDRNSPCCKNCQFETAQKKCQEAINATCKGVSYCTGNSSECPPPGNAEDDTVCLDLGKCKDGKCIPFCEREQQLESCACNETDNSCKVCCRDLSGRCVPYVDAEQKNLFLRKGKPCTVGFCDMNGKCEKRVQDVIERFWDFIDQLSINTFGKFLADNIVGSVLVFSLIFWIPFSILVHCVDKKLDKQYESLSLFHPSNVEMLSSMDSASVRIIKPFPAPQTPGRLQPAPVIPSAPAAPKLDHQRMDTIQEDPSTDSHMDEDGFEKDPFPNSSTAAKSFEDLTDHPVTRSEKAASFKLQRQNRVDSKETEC
hcDAF12 agonist: H. contortus DAF-12 nuclear receptor activators, primary screen, cell-based, luminescence, HEK293, lit1-tk-luc reporter. HEK293 hcDAF-12 lit1-tk-luc reporter; 0% DMSO, 100% Δ7-dafachronic acid. activation, % at 6.8 µM. 370,000 tested, 1.4% active;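 active means activation above the mean of all tested compounds plus 3 SD, cut at about 5.5% in these data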;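 further: 100% = response to 3 µM Δ7-dafachronic acid high control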
GC-A act: GC-A stimulated cGMP production enhancers – HEK293 GC-A cells, cGMP TR-FRET, EC30 ANP, primary screen. 370,000 tested, 0.14% active. AID 1671463, 2021. activation, % at 10 µM. 0% at EC30 ANP, 100% saturating ANP. Atrial natriuretic peptide receptor 1 (Homo sapiens), P16066; in the data active means activation above about 40%
SMARCA2 act: SMARCA2 (BRM) function activators, primary screen, cell-based, luminescence, high throughput | 370,000 tested, 1% active | AID 652017, 2013 | MG213 cells, MMTV-luciferase reporter, dexamethasone, overnight | activation, % at 9.1 µM; in the data active means activation above about 7.8%;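 further: 0% = vehicle wells and 100% = reference activator wells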
ADAM10 inh: human ADAM10 inhibitors, primary screen, biochemical, QFRET, HTS | recombinant ADAM10, EDANS/DABCYL FRET peptide cleavage, 3 h | inhibition, % at 7 µM | 370,000 tested, 0.62% active;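 active means inhibition above a per-campaign cutoff equal to the mean of compounds falling between control-based bounds plus 3 SD, cut at about 20% in these data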;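 further: 0% = DMSO wells while the 100% control is not disclosed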
Target sequence (O14672 214-748 limits assumed): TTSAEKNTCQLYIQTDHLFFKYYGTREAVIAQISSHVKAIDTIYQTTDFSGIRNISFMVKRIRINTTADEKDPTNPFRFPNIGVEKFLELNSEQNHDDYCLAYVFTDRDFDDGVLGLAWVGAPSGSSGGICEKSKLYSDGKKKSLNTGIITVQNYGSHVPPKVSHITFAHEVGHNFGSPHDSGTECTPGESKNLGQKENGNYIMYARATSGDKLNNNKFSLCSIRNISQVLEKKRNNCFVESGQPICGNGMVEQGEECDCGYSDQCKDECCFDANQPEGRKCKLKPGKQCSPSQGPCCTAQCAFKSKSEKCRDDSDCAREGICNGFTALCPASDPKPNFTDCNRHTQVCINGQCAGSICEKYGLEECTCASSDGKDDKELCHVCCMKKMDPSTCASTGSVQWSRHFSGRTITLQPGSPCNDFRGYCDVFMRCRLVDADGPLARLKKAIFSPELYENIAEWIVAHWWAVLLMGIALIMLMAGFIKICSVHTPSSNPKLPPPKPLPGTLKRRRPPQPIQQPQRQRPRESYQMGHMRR
DAX1 inh-2: DAX1 (NR0B1) inhibitors, primary screen, cell-based, HEK293, Gal4-DAX1, luciferase luminescence. inhibition, % at 6.75 µM. HEK293 Gal4-DAX1 luciferase reporter. Nuclear receptor subfamily 0 group B member 1 (Homo sapiens), P51843. AID 504766, 2011. 340,000 tested, 0.99% active;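 active means inhibition above the mean over all tested compounds plus 3 SD, cut at about 4.2% in these data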;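 further: 0% = DAX1-transfected cells with DMSO and 100% = empty-vector control cells with DMSO; inhibition shows as a rise in luminescence from relieved DAX1 repression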
Starred values were filed as active, the others as inactive; x = no result given. Not a hit list; any-hit rate near 6.8%.

no. | smiles | hgDAF-12 ag | DAX1 inh-1 | ssDAF-12 act | PG9 Ab binder | FXN GAA850 act | ADAM17 inh | hcDAF12 agonist | GC-A act | SMARCA2 act | ADAM10 inh | DAX1 inh-2
1 | Cc1occc1-c1nnc(-c2cc([N+](=O)[O-])cc([N+](=O)[O-])c2)o1 | -0.1 | -0.9 | -1.0 | -0.3 | 3.0 | -2 | 0.5 | 3 | -2 | -1 | x
2 | NC(=O)CC(NC(=O)c1ccccc1)c1ccc(N2CCC(N3CCCC3)CC2)c([N+](=O)[O-])c1 (centres undefined) | -0.6 | 0.3 | -1.5 | 0.9 | 0.7 | -4 | -0.6 | 3 | 0 | 4 | 1.2
3 | Cn1cc(S(=O)(=O)N2CCCC2)cc1C(=O)Nc1cccc(C(F)(F)F)c1 | 0.5 | -0.8 | -1.4 | 1.0 | -0.1 | 4 | 0.2 | -1 | -1 | -1 | 0.0
4 | COC(=O)c1ccc(OCC(O)CN(CCO)CC(O)Cn2ccc3ccccc32)cc1 (centres undefined) | -1.3 | -1.7 | -1.4 | -3.7 | -1.3 | -2 | -0.7 | -3 | -2 | 1 | -2.0
5 | CCCC(=O)Nc1nc(C)c(-c2csc(Nc3ccccc3C)n2)s1 | 1.5 | -0.2 | -0.9 | -2.2 | -0.8 | -4 | -1.8 | 1 | 1 | -1 | 0.4
6 | O=C(Nc1ccc(N2CCCC2)cc1)c1ccc(Br)o1 | 16* | 6.0* | 0.6 | -11 | 4.5 | -1 | 9.2* | 0 | 7 | 1 | 1.2
7 | CN1CCN(C(=O)c2cc3c(c(-c4cccc(-c5cccnc5)c4)n2)[C@H](CCO)N(C(=O)CC2CC2)C3)CC1 | -0.9 | -0.5 | -0.5 | 0.8 | x | -1 | 1.7 | 0 | 5 | 2 | x
8 | c1cc2c(cc1Nc1nc(-c3ccc4c(c3)OCO4)cs1)OCCO2 | -0.4 | 0.0 | -0.9 | 0.5 | -4.4 | 0 | -1.2 | 4 | -1 | -17 | 1.4
9 | O=C(CCc1nc(-c2ccc(F)cc2)no1)Nc1cccc(C(=O)NC2CC2)c1 | -2.1 | -1.4 | -1.1 | -0.8 | 1.4 | -3 | -2.4 | -1 | -2 | -10 | -0.9
10 | CC(=O)c1ccc(N(C(=O)CNC(=O)c2ccco2)C(C(=O)NC2CCCC2)c2ccco2)cc1 (centres undefined) | 0.7 | 0.3 | -1.2 | 1.5 | 1.7 | -3 | -2.0 | 0 | -2 | -4 | 0.7
11 | COc1ccc2nc(C)cc(N3CCN(S(=O)(=O)c4ccccc4F)CC3)c2c1 | -0.4 | -1.3 | -1.3 | 0.6 | 0.8 | 0 | -2.3 | 3 | 1 | -14 | -1.5
12 | Cc1nc(NC(=O)c2cc(-n3cnnc3)ccc2Cl)ccc1Br | 2.0 | -0.6 | -1.9 | 1.9 | -1.1 | 0 | -0.2 | 11 | -4 | 6 | 0.4
13 | CS(=O)(=O)N(C(=O)NC(=O)NC1CCS(=O)(=O)C1)C1CCCCC1 (centres undefined) | -0.7 | 1.9 | -1.8 | -0.1 | -0.7 | -5 | -1.0 | -5 | -1 | 3 | 1.4
14 | O=C(CCl)Nc1sccc1C(=O)c1ccccc1 | -0.6 | -0.7 | -2.1 | 0.0 | -3.7 | 0 | -0.6 | 2 | -3 | 2 | 2.2
15 | CCN(CC)S(=O)(=O)c1ccc(/C=C/C(=O)OCC(=O)NCc2cccs2)cc1 | -1.3 | 1.3 | -1.0 | 0.9 | -0.5 | -4 | -1.0 | 1 | 0 | 0 | 0.4
16 | COc1cccc(/C=C2\C=C(c3ccc(C)cc3)OC2=O)c1OC(C)=O | 4.7 | 0.0 | -0.6 | -2.9 | 2.5 | -5 | 0.0 | 1 | 4 | 0 | -0.2
17 | CC(C)(Oc1ccc(Br)cc1)C(=O)N1CCc2ccccc21 | -3.0 | -0.7 | -1.0 | 1.3 | 0.8 | -4 | -0.2 | -2 | -3 | -4 | 0.7
18 | CCCCn1c(O)c2n(c1=O)Cc1ccccc1N=C2c1ccc(OC)cc1 | 3.7 | -1.5 | 0.3 | -3.9 | x | -1 | 5.6* | 0 | 2 | -3 | x
19 | Cc1ccc(CC2CC(=O)N(c3ccc(C)cc3)C2=O)cc1 (centres undefined) | 5.0 | -0.8 | -0.9 | -1.7 | 2.1 | -5 | -0.8 | -2 | -2 | -8 | 0.5
20 | CCN(C(=O)CSc1nnc(COc2ccccc2F)n1N)C1CCS(=O)(=O)C1 (centres undefined) | 3.0 | -0.2 | -0.8 | 0.7 | -1.6 | -1 | -1.1 | 2 | -1 | -3 | 0.1
21 | Cc1csc(NC(=O)CSc2nnc(C)c(=O)n2N)n1 | 3.0 | 0.9 | -1.4 | -1.0 | -0.2 | -1 | 0.7 | -1 | 0 | -18 | -1.3
22 | COc1ccccc1OCc1nnc(SCC(=O)NCc2ccco2)n1Cc1ccco1 | -0.8 | -0.5 | -1.4 | -0.5 | 3.0 | -1 | -0.6 | -5 | -2 | -2 | 3.0
23 | COc1ccc(CC(NC(C)=O)C(=O)NC2CCN(c3c4c(nc5ncnn35)CCC4)CC2)cc1 (centres undefined) | -0.5 | 0.0 | -0.3 | -0.8 | -1.3 | -3 | 1.0 | 3 | -1 | -4 | -0.3
24 | COc1ccc(CN2C(=O)c3ccccc3C2=O)cc1C(=O)Nc1ccc(C)cc1C | 0.6 | -0.2 | -1.5 | -0.8 | 0.6 | -4 | -1.7 | 2 | 0 | -4 | -0.8
25 | Cc1[nH]c2ccccc2c1C(=O)CNc1nccs1 | 5.8 | 0.0 | -1.1 | -1.2 | 0.9 | -6 | 1.5 | 1 | -5 | -8 | 1.3
26 | Cc1nnc(N(C)C(=O)c2ccncc2)s1 | 3.3 | 0.5 | -1.3 | 0.8 | -1.2 | -5 | -1.4 | 7 | 0 | -9 | 0.5
27 | CN1CCCN(C(=O)c2cc3c(s2)CCCC3)CC1 | 2.8 | 0.9 | -0.4 | -2.6 | 1.8 | -2 | -1.1 | 2 | 1 | -10 | -0.3
28 | CC(C)(CCc1ccccn1)C(=O)C(CCc1ccccn1)CCc1ccccn1 | -1.6 | -1.3 | -1.0 | -2.5 | 0.2 | -3 | -1.6 | 3 | 4 | 1 | -2.2
29 | CCn1cc(C(=O)NCCC(=O)OC)c(=O)c2cc3c(cc21)OCO3 | -0.7 | 0.1 | -0.8 | -2.4 | -0.6 | -21 | -1.3 | 2 | -1 | -50 | -0.8
30 | Cc1cccc(C)c1OCC(=O)Nc1cccc(S(=O)(=O)N2CCCCCC2)c1 | 3.6 | -0.5 | -0.9 | 2.4 | 0.5 | 3 | -1.4 | -5 | -6 | -7 | 0.1

Overlap with the part before: two entries, then new ones.
no. | smiles | hgDAF-12 ag | DAX1 inh-1 | ssDAF-12 act | PG9 Ab binder | FXN GAA850 act | ADAM17 inh | hcDAF12 agonist | GC-A act | SMARCA2 act | ADAM10 inh | DAX1 inh-2
29 | CCn1cc(C(=O)NCCC(=O)OC)c(=O)c2cc3c(cc21)OCO3 | -0.7 | 0.1 | -0.8 | -2.4 | -0.6 | -21 | -1.3 | 2 | -1 | -50 | -0.8
30 | Cc1cccc(C)c1OCC(=O)Nc1cccc(S(=O)(=O)N2CCCCCC2)c1 | 3.6 | -0.5 | -0.9 | 2.4 | 0.5 | 3 | -1.4 | -5 | -6 | -7 | 0.1
31 | CC(C)N1CCC(NC(=O)Nc2ccccc2)CC1 | -0.8 | 0.1 | -0.5 | -3.0 | -0.2 | 0 | 0.4 | 0 | 2 | 1 | 1.8
32 | COc1ccc(S(=O)(=O)N2CCN(C(=O)[C@@H]3CCC(=O)N3C3OC(=O)c4ccccc43)CC2)cc1 (some centres undefined) | 0.2 | 0.6 | -0.4 | 2.6 | -2.0 | -1 | -1.7 | x | 0 | -13 | 0.5
33 | CN1C(=O)N(C)C(NC(=O)Nc2ccccc2)C1NC(=O)Nc1ccccc1 (centres undefined) | -2.2 | -0.1 | -0.7 | 0.1 | -1.8 | 0 | -0.5 | 1 | 0 | 10 | -0.2
34 | Cc1ccc(S(=O)(=O)CCC(=O)Nc2nc(-c3cccnc3)cs2)cc1 | 3.0 | -0.3 | -0.3 | -1.1 | -1.1 | 0 | -0.6 | -2 | 1 | 3 | -0.1
35 | CCc1ccc(N2CC(C(=O)Nc3ccc(S(=O)(=O)N4CCOCC4)cc3)CC2=O)cc1 (centres undefined) | -2.1 | 1.5 | -0.8 | -0.7 | 0.0 | 0 | 0.0 | 1 | -2 | 2 | -1.4
36 | O=C1C(=C2CCc3ccccc32)Cc2ccccc21 | 21* | 7.1* | 2.3* | -1.7 | 3.3 | 2 | 15* | -1 | 6 | -1 | x
37 | CCOc1ccccc1C1NC(=O)NC(C)=C1C(=O)OCc1ccco1 (centres undefined) | -3.2 | 0.8 | -1.7 | 0.3 | 0.8 | -2 | -1.8 | -7 | -1 | -2 | -1.2
38 | C#CCOC(=O)c1cc(Cl)c(=O)n(Cc2ccc(Cl)cc2Cl)c1 | -4.3 | -0.1 | -1.1 | -0.1 | 0.1 | -1 | -1.3 | 7 | -2 | 0 | 0.8
39 | CC1(C)CC(NC(=O)C2CCC(=O)N(Cc3ccccc3F)C2)CC(C)(C)C1 (centres undefined) | 3.8 | 2.4 | -0.7 | -2.2 | 3.2 | 1 | 0.3 | 1 | 2 | -9 | 0.2
40 | CCOC(=O)c1nnn(CC(=O)NC(=O)Nc2cccc(CC)c2)c1C(=O)OCC | 5.0 | -0.3 | -1.5 | 0.8 | 0.0 | -7 | -0.8 | -2 | -5 | -5 | -1.1
41 | Brc1c(CSc2nncn2-c2ccccc2)nc2sccn12 | 1.1 | 0.1 | -0.8 | -0.1 | 0.1 | -6 | -1.7 | -1 | -2 | -3 | 0.3
42 | CCCC(=O)Nc1ccc(C(=O)NNC(=S)NC(=O)c2cccs2)cc1 | -0.5 | 0.3 | -0.6 | -1.2 | 2.7 | -3 | 3.8 | -1 | 2 | 6 | -1.5
43 | CN(CC(=O)Nc1ccccc1C(F)(F)F)C(=O)c1cc([N+](=O)[O-])ccc1N1CCOCC1 | 1.6 | 0.5 | -1.3 | -1.0 | 0.9 | 0 | -1.1 | 1 | -1 | -4 | 0.9
44 | CCN(CC(=O)Nc1ccccc1OC)C(=O)c1ccccc1Sc1ccccc1C#N | 3.1 | -0.6 | -1.4 | 1.5 | 0.0 | -1 | -1.1 | -1 | -4 | -18 | -0.4
45 | CCn1nc(C)c(NC(=O)/C=C/c2ccc(OC)c(COc3ccc(Br)cc3)c2)c1C | -0.7 | -1.5 | -1.7 | -0.8 | -4.2 | -1 | -1.0 | 14 | -2 | 2 | 0.4
